Screening data as filed in PubChem.
D3 ag: agonists of human D3 dopamine receptor; P35462; D3R DiscoveRx beta-arrestin cells, luminescence, 90 min; max activation, %; hit rate 0.58% among 410,000; AID 652048; in the data active = max activation above about 30%; also: 0% is about no effect; mostly tested at two doses, the higher about 12 µM
Target sequence (P35462 whole entry, looked up): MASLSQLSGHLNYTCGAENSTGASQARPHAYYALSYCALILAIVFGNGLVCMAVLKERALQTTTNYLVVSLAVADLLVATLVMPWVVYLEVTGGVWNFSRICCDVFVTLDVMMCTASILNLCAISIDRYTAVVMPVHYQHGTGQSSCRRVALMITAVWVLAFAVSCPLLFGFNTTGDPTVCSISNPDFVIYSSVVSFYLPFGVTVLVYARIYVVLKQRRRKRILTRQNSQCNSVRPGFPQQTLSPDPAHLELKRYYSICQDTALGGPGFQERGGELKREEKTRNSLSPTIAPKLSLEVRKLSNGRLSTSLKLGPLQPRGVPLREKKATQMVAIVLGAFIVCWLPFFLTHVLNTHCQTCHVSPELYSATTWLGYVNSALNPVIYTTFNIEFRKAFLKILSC
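Agonist mode: compounds and dopamine controls were applied to plated cells for 90 min at 37 degrees C after an overnight attachment at 1500 cells/well. Luminescent read-out followed 30 - 60 minutes at room temperature with DiscoveRx detection reagent.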
SW480 rereplic: DNA re-replication induction in SW480 cells. SW480 DNA re-replication, Hoechst DNA content imaging, 48 h. Potency, µM (doses to about 46.1 µM), inactives show at the highest dose re-replication activation, actives largely listed as activators. hit rate 1.8% among 340,000. AID 624297; also: potency is read from the fitted curve at half-maximal effect; % of control where 0% means no effect; nearly all actives have a fitted effect of over 55% in size
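DNA re-replication was detected as more nuclei of elevated Hoechst intensity after 48 hr exposure to compound (23 nL pinned per well of 250 cells).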
HT1080-NT tox: kills 2HG-producing HT-1080-NT fibrosarcoma cells; HT-1080-NT fibrosarcoma viability, CellTiter-Glo ATP luminescence, 48 h; Potency, µM (doses to about 46.1 µM), for the others: at the top dose activity, negative = less viability, usual class: cytotoxic; hit rate 1.6% among 360,000;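 also: NT is the 2HG producing partner of a matched IDH1 knockdown line; potency is read from the fitted curve at half-maximal effect; 0% = DMSO-treated cells and -100% = media-only wells without cells; nearly all actives have a fitted effect of over 55% in size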
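750 cells/well, RPMI + 5% FBS; 2 h settle, compound pin-transfer, 48 h at 37 degrees C. CellTiter-Glo 10 min RT, luminescence. Normalized to DMSO and media-only wells.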
HT1080 IDH1KD tx: kills HT-1080 cells with IDH1 knockdown | HT-1080 IDH1 knockdown viability, ATP luminescence, 48 h | hit rate 2% among 360,000 | Potency, µM (top dose mostly 46.1 µM), for inactives: at the highest dose activity, negative = toxicity, actives largely listed as cytotoxic;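 also: potency is read from the fitted curve at half-maximal effect; 0% = DMSO wells and -100% = cell-free medium wells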
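Viability of IDH1-knockdown HT-1080 fibrosarcoma cells was assessed by CellTiter-Glo after 48 h at 37 °C with titrated compound; concentration-effect curves were classified by fit quality and response size.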
IL1B secr inh: inhibitors of inflammasome signaling (IL-1 beta secretion); THP-1 LPS/ATP IL-1B secretion, AlphaLISA, 16 h; stronger effect = lower value; activity change, % at 57.5 µM; hit rate 4.7% among 360,000; AID 743279; in the data active = activity change below about -50%; inconclusive = mostly about -30% to -49%; also: % is scaled to controls: 0 for no effect and ±100 for the full control effect
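THP-1 cells pretreated 1 hr with compounds (up to 57.5 uM final), then stimulated with LPS (250 ng/mL final) plus ATP (1.25 mM final); secreted IL-1B measured by AlphaLISA after 16 hr, decreased signal indicating inhibition.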
KB-3-1 tox: KB-3-1 parental cell cytotoxicity. KB-3-1 viability, CellTiter-Glo ATP luminescence, 72 h. Potency, µM (doses to about 46.1 µM), for inactives: at the top dose activity change, negative = cytotoxic, hits mostly cytotoxic. hit rate 1.4% among 400,000; also: potency is read from the fitted curve at half-maximal effect; % is scaled to controls: 0 for no effect and ±100 for the full control effect; nearly all actives have a fitted effect of over 60% in size
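72 h, 37 °C compound treatment of KB-3-1 parental cells; CellTiter-Glo added, 10 min, luminescence read. Data corrected against DMSO-only plates and normalized before curve fitting.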
GLP-1R agonist: agonists of human GLP-1 receptor | HEK293 GLP-1R CRE-luciferase, luminescence, 4-6 h; cells express a hypersensitive GLP-1R form | hit rate 0.007% among 380,000 | AID 624172 | Potency, µM (top dose mostly 45.6 µM), without a hit: at the top dose activation, usual class: activators; also: potency is read from the fitted curve at half-maximal effect; % of control where 0% means no effect
Target sequence (P43220 whole entry, looked up): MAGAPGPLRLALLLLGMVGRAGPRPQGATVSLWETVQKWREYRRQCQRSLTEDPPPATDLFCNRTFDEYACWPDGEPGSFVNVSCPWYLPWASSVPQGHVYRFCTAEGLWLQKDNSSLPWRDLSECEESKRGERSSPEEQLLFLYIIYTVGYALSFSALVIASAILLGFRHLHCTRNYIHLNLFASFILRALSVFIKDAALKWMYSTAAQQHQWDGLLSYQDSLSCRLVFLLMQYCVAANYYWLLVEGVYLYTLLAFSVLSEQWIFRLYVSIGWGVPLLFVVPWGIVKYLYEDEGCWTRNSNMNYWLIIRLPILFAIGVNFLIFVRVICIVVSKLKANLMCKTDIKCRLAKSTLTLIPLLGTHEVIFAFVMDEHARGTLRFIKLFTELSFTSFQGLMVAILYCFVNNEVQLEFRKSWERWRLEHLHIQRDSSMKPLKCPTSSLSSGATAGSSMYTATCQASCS
KB-V1 cytotox: KB-V1 MDR subline cytotoxicity | hit rate 3.4% among 400,000 | Potency, µM (doses to about 46.1 µM), for the others: at the top dose activity change, negative = cytotoxicity, most hits filed as cytotoxic | KB-V1 MDR cells viability, CellTiter-Glo, 72 h; also: potency is read from the fitted curve at half-maximal effect; % is scaled to controls: 0 for no effect and ±100 for the full control effect; nearly all actives have a fitted effect of over 60% in size
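Luminescent ATP read-out (CellTiter-Glo, 10 min) measures survival of drug-selected KB-V1 MDR cells after 72 h, 37 degrees C compound exposure. Medium: phenol-red-free DMEM, 10% FBS. Values from fitted concentration-response curves.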
DRD3 antagonist: D3 dopamine receptor (human) antagonism; D3R cells, DiscoveRx beta-arrestin luminescence, antagonist mode; stronger effect = lower value; max response, negative = inhibition, %; hit rate 2.5% among 360,000; AID 652054; in the data active = max response below about -50%; inconclusive = no clear call, values can overlap the other calls; also: % is scaled to controls: 0 for no effect and ±100 for the full control effect; mostly tested at two doses, the higher about 12 µM
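Cells plated overnight at 1500 cells/well, then exposed to library compounds with dopamine controls for 90 minutes at 37 degrees C. DiscoveRx reagent added for 30–60 minutes at room temperature; luminescence read, quantitative HTS format.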
* marks the source's active call; other numbers are inactive results; u = inconclusive; x = not tested or not shown; & = joins results of further samples; [ ] = another dose, or the depositor's remark. Unless noted, calls follow the shape of the dose curve; as a rule, active = well fitted curve in the direction sought with a large enough effect; inconclusive = small, poorly fitted or top-dose-only effect, or another doubt; inactive = no such curve, though single readings can be large; an effect the other way counts as inactive or inconclusive.

SMILES | D3 ag | SW480 rereplic | HT1080-NT tox | HT1080 IDH1KD tx | IL1B secr inh | KB-3-1 tox | GLP-1R agonist | KB-V1 cytotox | DRD3 antagonist
O=C(O)C1C2C=CC(C2)C1C(=O)N1CCc2ccccc21 (stereo not given) | 2 | -1% | 0% | 2% | 0 | 8% | -6% | 12% | 11
COc1ccc(Cl)cc1N1C(=O)CN(Cc2cc(OC)c(OC)c(OC)c2)C1=S | 5 | 4% | -2% | 7% | -1 | -2% | -3% | -3% | 26
O=C(COC(=O)CN1C(=O)C2CCCCC2C1=O)Nc1cc(S(=O)(=O)N2CCOCC2)ccc1Cl (stereo not given) | -3 | -97%[inhibitor] | 6% | 10% | 0 | -4% | 13% | -17% | -22
O=C(N1CCOCC1)N1CCN(Cc2ccccc2)CC1 | 2 | -5% | -6% | 4% | 0 | 8% | -11% | 23% | 8
Cc1cc(NC(=O)COc2ccccc2C#N)no1 | -5 | 1% | 7%[9.24 µM] | 5% | 2 | 4% | 12% | u | -5
O=C(/C=C/c1cccc(OCc2ccccc2)c1)c1cccnc1 | 5 | -2% | -16% | -9% | -3 | -3% | 13% | 2% | -14
CCCCN(Cc1ccccc1)C(=O)C1CCC(=O)N(CCc2ccccn2)C1 (stereo not given) | 9 | -32%[inhibitor] | 2% | 12% | 4 | u | 1% | -9% | 17
COC(=O)c1[nH]c2ccccc2c1NC(=O)C(C)N1CC(C)OC(C)C1 (stereo not given) | 2 | -6% | 12% | 14% | x | 24% | 12% | -22% | -1
COc1cccc(C(=O)Nc2cc3c(cc2Br)OCCCO3)c1 | 5 | -1% | 18% | 8% | -28 | 15% | 19% | u | 0
O=C(CCc1nnc(CCc2ccccc2)o1)NC(c1cccnc1)C(F)(F)F (stereo not given) | 2 | -7% | 19% | 16% | 0 | 2% | -5% | -4% | 16
COc1ccccc1C(=O)Nc1c(C(=O)N2CCN(C)CC2)oc2ccccc12 | -5 | 12% | 13% | 3% | -60* | -11% | 9% | -19% | -16
CC(=C/C(=O)O)/C(=C\c1ccc(Br)o1)C(=O)O | -7 | 12% | 21% | 11% | 6 | 10% | -1% | 26% | -10
CCc1ccc(NC(=O)c2noc3c2CCC3)cc1 | 1 | 3% | 13% | 7% | -25 | 6% | -14% | 7% | -7
O=C(CN1CCCCC1)Nc1cccc(Br)c1 | -16 | u | -1% | 3% | -19 | -1% | -3% | -23% | -63*
CSc1ccc(CNc2ccc(C)c(C)c2)cc1 | 2 | 0% | 0% | 20% | -25 | -2% | -6% | -16% | 11
COc1ccccc1CCNC(=O)C(=O)NCC1OCCCN1S(=O)(=O)c1ccc(F)cc1C (stereo not given) | 2 | 0% | -21% | -2% | -8 | -12% | 0% | u | -20
C=CCNC(=S)N/N=C/c1ccc(-c2cccc([N+](=O)[O-])c2)o1 | 16 | -10% | -2% | -24% | -10 | 14% | 15% | u | 17
O=C(CCC(=O)N(CC(=O)NC1CCCC1)C1CCCC1)Nc1ccccn1 | 3 | 0% | 8% | 0%[9.24 µM] | 9 | 11% | -6% | -14% | 34
O=C(COc1ccccc1Cl)NCc1ccco1 | -18 | -3% | 8% | 5% | -4 | 16% | 5% | 18% | -6
O=C(Cc1ccc(Cl)cc1)Nc1cccnc1Cl | 5 | x | 9% | 13% | -28 | -13% | 14% | 0% | 3
O=C(O)c1ccc(CNS(=O)(=O)c2ccc(Oc3ccccc3Cl)cc2)cc1 | -1 | 0.16µM* | -14% | -4% | 92 | -2% | -4% | -3% | 9
O=C(Nc1nc(-c2ccccc2)cs1)C1c2ccccc2Oc2ccccc21 | 5 | -2%[9.22 µM] | -19% | -5% | 19 | 0% | -15% | 8% | 58
CCNC(=S)NC1CC2CCC(C1)N2Cc1ccccc1 (stereo not given) | -32 | 0% | -3% | -3% | -1 | 0% | 9% | 19% | -76*
CC(=O)c1ccc(N2CCN(S(=O)(=O)c3c(C)[nH]c(C)c3C(=O)N3CCCCC3)CC2)cc1 | 2 | 0% | -2% | 2% | -15 | -2% | -2% | 1% | -21
NC(=O)c1nsc(C(=O)N(Cc2ccco2)C(C(=O)NCC2CCCO2)c2ccc(O)cc2)c1N (stereo not given) | 23 | -13% | u | 7% | -3 | -2% | 3% | 6% | 8
COC(=O)c1c(NC(=O)CC2NCCNC2=O)sc2c1CCCC2 (stereo not given) | 6 | -5% | -14% | -12% | -9 | 11% | 0% | u | 5
O=C(N/N=C/c1cccc([N+](=O)[O-])c1)c1cnccn1 | -6 | -3% | 19% | 18% | -17 | 11% | -1% | 24% | -6
O=C1C2C3c4ccccc4C(c4ccccc43)[C@@H]2C(=O)N1c1cccnc1 (stereo not given in full) | 25 | -1% | 4% | 7% | -5 | 0% | 0% | -29% | 9
CCN(CC)CCN(Cc1cc2cc(C)cc(C)c2[nH]c1=O)C(=S)NCc1ccco1 | -2 | 38% | -25% | -26% | 0 | -18% | 7% | u | 2
CN1CCN(S(=O)(=O)c2cccc(C(=O)N(Cc3nnc(-c4ccccc4Cl)o3)C3CC3)c2)CC1 | 1 | 1% | 2% | -1% | -4 | 0% | 2% | u | 4
C/C(=N/NS(=O)(=O)c1cc(C)ccc1C)c1c[nH]c2ccccc12 | 1 | 2% | -5% | -11% | 5 | u | 4% | u | 6
O=C(OCC(=O)N1CCC(Cc2ccccc2)CC1)c1ccc(CO)cc1 | 4 | -7% | 3% | -2% | 0 | -2% | 5% | u | 53
COc1ccc(OC)c(NC(=O)CCCSc2ccccc2)c1 | -20 | -5% | 1% | -11% | -6 | -1% | 11% | -1% | 4
Cc1cc(C)cc(NC(=S)NC(=O)C2CC2)c1 | -6 | 4% | -4% | -13% | 2 | 5% | 19% | 18% | -14
CCOC(=O)/C(C#N)=C/c1c(OCC)n(CC)c2ccccc12 | -3 | 14% | 4% | -1% | -1 | -10% | 3% | 7.3µM* | 17
O=C(CC1OC(=O)c2ccccc21)NCC1COc2ccccc2O1 (stereo not given) | -7 | -6% | 3% | 2% | 7 | 0% | -5% | -4% | 9
COc1ccc(N2CCN(C(c3ccco3)c3sc4nc(C)nn4c3O)CC2)cc1 (stereo not given) | 3 | 0%&-7% | -6% | -2% | -5 | -1% | -1% | 6% | -1
O=C(Nc1cccc(S(=O)(=O)NC2=NCCCCC2)c1)c1cccnc1Cl | 8 | -2% | 10% | -4% | 10 | -12% | 0% | -2% | 28
CC(NC(=O)CCc1ccccc1)c1ccc2c(c1)OCO2 (stereo not given) | 0 | -33%[inhibitor] | 4% | 10% | -17 | 26% | -4% | 18% | -1
CC(C)N(C(=O)CSc1nc2ccccc2n1Cc1ccccc1F)C(C)C | 6 | 9% | 2% | -29% | -10 | u | 4% | 0% | u
COc1ccc(OC)c(-c2cc(C(=O)Nc3cc(C)on3)no2)c1 | -24 | -7% | 15% | 2% | 7 | -7% | 1% | 0% | u
COc1cccc(-n2c(SCc3cc(=O)oc4cc(O)c(O)cc34)nc3ccccc3c2=O)c1 | 4 | u | -20% | -27% | 58 | -9% | 0% | -17% | 16
O=C(O)COc1ccccc1/C=N/NC(=O)/C(=C\c1ccc2c(c1)OCO2)NC(=O)c1ccccc1 | 1 | 5% | u | 11% | -7 | 1% | 0% | -9% | -8
Cc1ccc(C(=O)N/C(=C/c2ccc(Cl)cc2)C(=O)NCC2CCCO2)cc1 (stereo not given) | -4 | 12% | 1% | 16% | 1 | 1% | -1% | 0% | 6
COc1ccc(C)cc1NC(=O)c1ccoc1C | 7 | -1% | 19% | 16% | -8 | -9% | 15% | -26% | -17

Structural class: the entries above containing a furan ring, fused or not
SMILES | D3 ag | SW480 rereplic | HT1080-NT tox | HT1080 IDH1KD tx | IL1B secr inh | KB-3-1 tox | GLP-1R agonist | KB-V1 cytotox | DRD3 antagonist
COc1ccccc1C(=O)Nc1c(C(=O)N2CCN(C)CC2)oc2ccccc12 | -5 | 12% | 13% | 3% | -60* | -11% | 9% | -19% | -16
CC(=C/C(=O)O)/C(=C\c1ccc(Br)o1)C(=O)O | -7 | 12% | 21% | 11% | 6 | 10% | -1% | 26% | -10
C=CCNC(=S)N/N=C/c1ccc(-c2cccc([N+](=O)[O-])c2)o1 | 16 | -10% | -2% | -24% | -10 | 14% | 15% | u | 17
O=C(COc1ccccc1Cl)NCc1ccco1 | -18 | -3% | 8% | 5% | -4 | 16% | 5% | 18% | -6
NC(=O)c1nsc(C(=O)N(Cc2ccco2)C(C(=O)NCC2CCCO2)c2ccc(O)cc2)c1N (stereo not given) | 23 | -13% | u | 7% | -3 | -2% | 3% | 6% | 8
CCN(CC)CCN(Cc1cc2cc(C)cc(C)c2[nH]c1=O)C(=S)NCc1ccco1 | -2 | 38% | -25% | -26% | 0 | -18% | 7% | u | 2
COc1ccc(N2CCN(C(c3ccco3)c3sc4nc(C)nn4c3O)CC2)cc1 (stereo not given) | 3 | 0%&-7% | -6% | -2% | -5 | -1% | -1% | 6% | -1
COc1ccc(C)cc1NC(=O)c1ccoc1C | 7 | -1% | 19% | 16% | -8 | -9% | 15% | -26% | -17
